Assay outcomes as filed in PubChem BioAssay.
TRPC4 block: blocks the mouse TRPC4 cation channel; B-score at 10 µM; actives 0.39% (n = 300,000); HEK293 TRPC4beta/mu-opioid, DAMGO-evoked Fluo4 calcium flux; stronger effect = lower value; Q9QUQ5;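 active = B-score over 3 SD under the library average, no early fluorescence shift, positive overall ratio signal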
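Material: HEK293 cells with stable TRPC4beta plus mu-opioid receptor expression; probe or stimulus: DAMGO in two steps, submaximal then maximal; technique: Fluo4 calcium fluorescence by kinetic imaging, 5 s 1 Hz baseline; measure: integrated fluorescence ratio relative to baseline, converted to per-well B score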
TRPC4 act: TRPC4 (mouse) channel activation; Q9QUQ5; HEK293 TRPC4beta/mu-opioid, Fluo4 calcium fluorescence; stronger effect = higher value; B-score at 10 µM; actives 0.49% (n = 310,000);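 active = B-score above 5 SD of library B-scores, and initial fluorescence ratio not above library mean plus 5 SD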;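 note: positive B-score marks a calcium rise read as TRPC4 activation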
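System: HEK293 cells stably co-expressing mouse TRPC4beta and mu-opioid receptor; Schedule: Fluo4 dye loading 45 min at room temperature, 110 s recording; Detection: Fluo4 fluorescence, kinetic; Evaluation: B-scored integrated calcium fluorescence ratio; Controls: buffer (low) and maximal DAMGO (high).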
MrgX1 antagonist: blocks BAM8-22 activation of human MrgX1 receptor; Q96LB2; MRGX1-HEK293 calcium flux, Fluo-4, BAM8-22 antagonism; stronger effect = lower value; B-score at 10 µM; actives 1.3% (n = 310,000); AID 588676;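 active = calcium-response B-score plate-corrected more than 3 library SD below zero, starting fluorescence within 5 deviations, no agonist response on first addition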;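 note: peak minus trough fluorescence over baseline after final BAM8-22 challenge near maximal dose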
TRPC6 act: activators of mouse TRPC6 channel; actives 0.13% (n = 310,000); Q61143; HEK293-TRPC6 membrane potential dye fluorescence; stronger effect = higher value; B-score at 10 µM; AID 2550;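 active = B-score of the integrated fluorescence ratio above library mean plus 3 SD, and starting fluorescence ratio within library mean plus 5 SD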;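 note: higher score means more depolarization so channel activation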
TRPC6 inh: inhibitors of mouse TRPC6 channel. HEK293-TRPC6, membrane potential dye, ACh-evoked depolarization; stronger effect = lower value. actives 1.1% (n = 310,000). B-score at 10 µM. AID 2553. Q61143;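 active = B-score under library mean minus 3 SD, initial fluorescence not abnormally high, positive integrated signal ratio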;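 note: B-score derived from integrated fluorescence ratio over the kinetic read; more negative B-score means stronger inhibition of depolarization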
TRPC4 PAM: allosteric potentiators of mouse TRPC4 channel; B-score at 10 µM; actives 0.42% (n = 310,000); HEK293 TRPC4beta/mu-opioid, DAMGO EC20, Fluo-4 Ca2+ flux; stronger effect = higher value;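 active = B-score of calcium response area above 5 SD of library B-scores, with initial fluorescence ratio within 5 SD of library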;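 note: B-score of integrated fluorescence ratio over time as area under calcium response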
ANO1 activ: activates or potentiates the mouse TMEM16A chloride channel; AID 623877; actives 0.3% (n = 340,000); B-score at 10 µM; HEK293 TMEM16A/YFP-H148Q/I152L, iodide quench fluorescence; stronger effect = lower value;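 active = fluorescence-ratio B-score plate-corrected deviation score at least 3 library SD below zero, with starting fluorescence score within 5 deviations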;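 note: channel opened by trigger with iodide after compound preincubation; score built on the fluorescence ratio of max minus min over baseline; more negative score means more quench and so TMEM16A activation or potentiation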
Target sequence (Q8BHY3 whole entry, looked up): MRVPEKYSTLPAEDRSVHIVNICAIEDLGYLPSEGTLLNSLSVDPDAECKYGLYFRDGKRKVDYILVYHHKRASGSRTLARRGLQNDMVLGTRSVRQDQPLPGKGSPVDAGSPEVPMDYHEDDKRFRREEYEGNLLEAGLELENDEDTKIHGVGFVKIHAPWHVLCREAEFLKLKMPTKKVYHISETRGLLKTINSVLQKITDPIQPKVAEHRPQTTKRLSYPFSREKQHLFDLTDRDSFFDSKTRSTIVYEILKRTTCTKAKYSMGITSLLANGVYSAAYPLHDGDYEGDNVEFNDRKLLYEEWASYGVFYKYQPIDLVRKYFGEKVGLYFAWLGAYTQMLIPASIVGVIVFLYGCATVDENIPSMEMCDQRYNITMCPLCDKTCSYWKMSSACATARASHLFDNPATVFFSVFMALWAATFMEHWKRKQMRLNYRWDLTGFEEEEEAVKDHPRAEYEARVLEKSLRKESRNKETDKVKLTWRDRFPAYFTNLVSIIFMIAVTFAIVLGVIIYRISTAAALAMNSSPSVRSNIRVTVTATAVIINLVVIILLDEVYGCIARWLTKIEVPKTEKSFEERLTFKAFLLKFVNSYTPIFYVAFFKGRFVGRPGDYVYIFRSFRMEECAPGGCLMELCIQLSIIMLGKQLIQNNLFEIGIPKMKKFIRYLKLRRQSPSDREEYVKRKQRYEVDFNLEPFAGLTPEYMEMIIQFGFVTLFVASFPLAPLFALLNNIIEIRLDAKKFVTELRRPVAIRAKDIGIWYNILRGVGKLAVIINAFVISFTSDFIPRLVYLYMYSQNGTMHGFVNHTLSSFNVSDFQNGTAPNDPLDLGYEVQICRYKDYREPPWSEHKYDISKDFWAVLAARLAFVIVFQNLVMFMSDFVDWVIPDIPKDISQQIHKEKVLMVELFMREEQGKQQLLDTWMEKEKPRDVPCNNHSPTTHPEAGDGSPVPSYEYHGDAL
MrgX1 agonist: activates human MrgX1 receptor signaling. MrgX1-HEK293 cells, Fluo-4 calcium fluorescence, agonist mode; stronger effect = higher value. actives 0.44% (n = 310,000). B-score at 10 µM;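 active = calcium response B-score plate-corrected fluorescence ratio at least 3 library SD, with starting fluorescence B-score inside 5 SD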
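Material: MrgX1-expressing HEK293 cells / Dosing: compound as first of three additions / Incubation: overnight seeding, then 1 h dark dye loading / Signal: Fluo-4 NW calcium fluorescence / Evaluation: B-scored fluorescence response ratio / Benchmarks: positive and negative control wells on each plate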
TMEM16A inh: mouse TMEM16A channel inhibition, primary screen; HEK293 TMEM16A/YFP iodide influx fluorescence, ionomycin; normalized B-score (activity score, 25-100; higher = stronger inhibition) at 10 µM; actives 1.2% (n = 310,000);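 active = ratio plate-corrected score three or more library SD toward inhibition, starting fluorescence score within five deviations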;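 note: score derived from kinetic fluorescence span divided by baseline fluorescence per well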
MrgX1 allo act: human MrgX1 positive allosteric modulation, primary screen; Q96LB2; MrgX1-HEK293, Fluo-4 calcium flux, FDSS; stronger effect = higher value; B-score at 10 µM; actives 0.63% (n = 310,000);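 active = plate-corrected calcium response at least 3 library SD above typical, normal starting fluorescence, not activating the receptor alone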;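 note: compound read alongside a low EC10 to EC30 dose of BAM8-22 agonist; peak minus trough fluorescence over baseline measured at the second addition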
SKKanGAS inh: SKKanGAS growth inhibition; inhibition, % at 7.5 µM; AID 1662; actives 1.3% (n = 300,000); S. pyogenes SKKanGAS, kanamycin growth, BacTiter-Glo, 6 h;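 active = mean replicate score, as percent of positive control median, at least 50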;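 note: strain carries kanamycin resistance gene driven by streptokinase promoter and grows in 40 µg/ml kanamycin; loss of luminescence reflects streptokinase promoter inhibition or plain growth inhibition; 0% = median of DMSO wells and 100% = positive control at its reference dose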
Active calls of the source: *; i = inactive; . = not tested or not shown.

SMILES | TRPC4 block | TRPC4 act | MrgX1 antagonist | TRPC6 act | TRPC6 inh | TRPC4 PAM | ANO1 activ | MrgX1 agonist | TMEM16A inh | MrgX1 allo act | SKKanGAS inh
Cc1ccc(NC(=O)CNc2ccccc2CN(C)C2CCCCC2)cc1 | -6* | i | i | i | i | i | i | i | i | i | -2
COc1ccc(NC(=O)CCc2nc(-c3ccc(C)cc3)no2)c(OC)c1 | i | i | i | i | i | i | i | i | i | i | 0
CCc1ccccc1NC(=O)CSC1=C(C#N)C(c2ccc3c(c2)OCO3)C2=C(CCCC2=O)N1 (centres undefined) | i | i | i | i | i | i | i | i | i | i | 4
COC(=O)CSC1=C(C#N)C(=O)NC2(CCCCC2)S1 | i | i | i | i | i | i | i | i | i | i | 3
O=C(NC1=NCCS1)NC12CC3CC(CC(C3)C1)C2 | i | i | i | i | i | i | i | i | i | i | -8
CCOC(=O)CSc1nnc(COc2cccc(C)c2)o1 | i | i | i | i | i | i | i | i | i | i | 3
O=C(c1cccnc1)N1CCN(S(=O)(=O)c2ccc(S(=O)(=O)N3CCCC3)cc2)CC1 | i | i | i | i | i | i | i | i | i | i | 0
CCC(C)Sc1ccc([C@H]2N[C@@](C)(C(=O)OC)[C@H]3C(=O)N(C)C(=O)[C@@H]23)cc1OC (some centres undefined) | i | i | i | i | i | i | i | i | i | i | 0
Cc1ccc(S(=O)(=O)CCc2nc3ccccc3[nH]2)cc1 | i | i | i | i | i | i | i | i | i | i | -2
CSc1c(CC(=O)Nc2ccccc2C(F)(F)F)n(Cc2ccccc2)c2ccccc12 | i | i | i | i | i | i | i | i | i | i | -5
CCN1CCN(CC(=O)Nc2ccc(Cl)c(S(=O)(=O)N(C)C)c2)CC1 | i | i | i | i | i | i | i | i | i | i | 0
CCn1c(Cc2cccn2C)nnc1SCC(=O)c1ccc(C)cc1 | i | i | i | i | i | i | i | i | i | i | -3
COCCNC(=O)/C(C#N)=C/c1ccc(C)o1 | i | i | i | i | i | i | i | i | i | i | 7
COc1cccc(-c2cc(C(=O)NCCN3CCOCC3)no2)c1 | i | i | i | i | i | i | i | i | i | i | 1
COc1ccc(S(=O)(=O)N2CCC(C(=O)NCCc3ccccc3)CC2)cc1 | i | i | i | i | i | i | i | i | i | i | -11
CC(C)(CNC(=O)c1cccs1)CNC(=O)c1cccs1 | i | i | i | i | i | i | i | i | i | i | 5
O=C(O)/C(=C\c1ccccc1)c1ccc2ccccc2c1 | i | i | i | i | i | i | i | i | i | i | -3
CC(=O)c1c(C)[nH]c(C(=O)N2CCc3ccccc3C2)c1C | i | i | i | i | i | i | i | i | i | i | 5
CC1CC(C)CN(C(=S)Nc2ccc3nc4n(c(=O)c3c2)CCCCC4)C1 (centres undefined) | i | i | i | i | i | i | i | i | i | i | -4
COc1ccccc1OCc1nc(C#N)c(NCc2ccco2)o1 | i | i | i | i | i | i | i | i | i | i | 0
CNC(=O)COC(=O)c1cc(-c2ccco2)nc2ccccc12 | i | i | i | i | i | i | i | i | i | i | -7
O=C(CCc1ccccc1)Nc1nc2n(n1)C(c1ccc(Cl)cc1)CC(=O)N2 (centres undefined) | i | i | i | i | i | i | i | i | i | i | 3
COCCn1c(=S)[nH]c2ccc(N(C)C)cc2c1=O | i | i | i | i | i | i | i | i | i | i | 1
COc1ccc(Cl)cc1CNCCCSc1ncccn1 | i | i | i | i | i | i | i | i | i | i | 0
Cc1ccc(C)c(NC(=O)CSc2nncn2C)c1 | i | i | i | i | i | i | i | i | i | i | -3
O=C(NCc1ccccc1)C1CCCN(S(=O)(=O)c2cccs2)C1 (centres undefined) | i | i | i | i | i | i | i | i | i | i | 11
Nc1ccc(N2CCCCC2)cc1N1CCCCC1 | i | i | i | i | i | i | i | i | i | i | 24
CCCC1=NN(C(=O)CCc2ccccc2O)C(O)(C(F)(F)F)C1 (centres undefined) | i | i | i | i | i | i | i | i | i | i | 1
O=C(CN(C(=O)c1cccc([N+](=O)[O-])c1)C1CCCCC1)Nc1ccc(Cl)c([N+](=O)[O-])c1 | i | i | i | i | i | i | i | i | i | i | 3
CN1CCN(S(=O)(=O)c2ccc3c(c2)CC(=O)N3C)CC1 | i | i | i | i | i | i | i | i | i | i | -2
COc1ccc(CCNS(=O)(=O)c2ccc(Br)cc2)cc1OC | i | i | i | i | i | i | i | i | i | i | -2
Cc1ccc(NS(=O)(=O)N2CCOCC2)c(C)c1 | i | i | i | i | i | i | i | i | i | i | -6
COC(=O)c1sc(-c2ccccc2)cc1NC(=O)c1ccc(F)cc1 | i | i | i | i | i | i | i | i | i | i | -6
CC(C)(C)C(=O)COc1ccccc1[N+](=O)[O-] | i | i | i | i | i | i | i | i | i | i | 12
Nc1nc(CN2CCN(c3ccc(F)cc3)CC2)nc(N2CCCc3ccccc32)n1 | i | i | i | i | i | i | i | i | i | i | 84*
Oc1c(Br)cc(Br)cc1CNc1cccc2cccnc12 | i | i | i | i | i | i | i | i | i | i | 89*
O=C(NCc1ccc(F)cc1)C1CCCN1C(=O)NCc1ccccc1 (centres undefined) | i | i | i | i | i | i | i | i | i | i | 0
O=C(O)C1CC=CCC1C(=O)N1CCN(c2nc(-c3ccccc3)c3ccccc3n2)CC1 (centres undefined) | i | i | i | i | i | i | i | i | i | i | 7
Cc1ccccc1N1CC(C(=O)Nc2nnc(SCCC3OCCO3)s2)CC1=O (centres undefined) | i | i | i | i | i | i | i | i | i | i | 7
Cc1cccc(N(CC(=O)NC2CCCCC2)C(=O)c2ccc(C)s2)c1 | i | i | i | i | i | i | i | i | i | i | 1
CC1=C(C(=O)Nc2ccccc2C)C(c2cccnc2)n2nc(CCCO)nc2N1 (centres undefined) | i | i | i | i | i | i | i | i | i | i | -6
COc1ccc(/C=N/NC(=O)c2ccc(COc3cccc4cccnc34)cc2)cc1O | i | i | i | i | i | i | i | i | i | i | 13
COc1ccc(C2C(C(=O)/C=C/c3ccco3)=C(O)C(=O)N2CCN2CCOCC2)cc1 (centres undefined) | i | i | i | i | i | i | i | i | i | i | 1
CC(=O)Nc1ccc(Oc2sc(C(=O)c3ccccc3)c(N)c2C#N)cc1 | i | i | i | i | i | i | i | i | i | i | -9
COc1ccc2c(c1)c(CC(=O)OC(C)C(=O)N(C)C)c(C)n2C(=O)c1ccc(Cl)cc1 (centres undefined) | i | i | i | i | i | i | i | i | i | i | -10
COc1ccc(C(=O)N2CCCc3ccccc32)cc1 | i | i | i | i | i | i | i | i | i | i | 0
COc1ccc(C(C)=O)cc1CSc1nncn1-c1ccccc1 | i | i | i | i | i | i | i | i | i | i | 1
CC(=O)Nc1cc(C(=O)N(C)Cc2ccccc2)ccc1S(=O)(=O)c1ccc(C)cc1 | i | i | i | i | i | i | i | i | i | i | 2
COc1ccccc1Oc1ccc2c(c1)C(=O)N(CC1CCCO1)C2=O (centres undefined) | i | i | i | i | i | i | i | i | i | i | -7
COCCn1c(SCC(=O)Nc2ccccc2OC)nc2ccccc2c1=O | i | i | i | i | i | i | i | i | i | i | 4
O=C(OC1CCOC1=O)c1ccc(Cl)c(S(=O)(=O)N2CCCCC2)c1 (centres undefined) | i | i | i | i | i | i | i | i | i | i | -1
CCN(C(=O)COC(=O)C1CCN(S(=O)(=O)c2ccc3c(c2)OCCO3)CC1)C1CCCCC1 | i | i | i | i | i | i | i | i | i | i | -3
CCOc1ccc(NC(=O)c2ccc3[nH]c(=O)c(=O)[nH]c3c2)cc1 | i | i | i | i | i | i | i | i | i | i | -2
CC(=O)c1cccc(Nc2c([N+](=O)[O-])c(=O)oc3ccccc23)c1 | i | i | i | i | i | i | i | i | i | i | 2
CS(=O)(=O)N1CCCC(C(=O)NCCc2ccccc2)C1 (centres undefined) | i | i | i | i | i | i | i | i | i | i | -1
O=C(Nc1ccccc1Cl)c1ccc2nsnc2c1 | i | i | i | i | i | i | i | i | i | i | -7
Cc1cc(=O)[nH]c(SCC(=O)NCC2CCCO2)n1 (centres undefined) | i | i | i | i | i | i | i | i | i | i | 3
O=C(C1CCCCC1)N1CCCC(c2nc3c(nnn3Cc3ccccc3)c(=O)[nH]2)C1 (centres undefined) | i | i | i | i | i | i | i | i | i | i | 1
O=C(O)[C@H](Cc1ccccc1)Nc1ccc([N+](=O)[O-])cn1 | i | i | i | i | i | i | i | i | i | i | 3
COc1ccc2oc(=O)c(C(=O)OCC(=O)c3ccc([N+](=O)[O-])cc3)cc2c1 | i | i | i | i | i | i | . | i | i | i | 20

Further structures follow.
SMILES | TRPC4 block | TRPC4 act | MrgX1 antagonist | TRPC6 act | TRPC6 inh | TRPC4 PAM | ANO1 activ | MrgX1 agonist | TMEM16A inh | MrgX1 allo act | SKKanGAS inh
CCOC(=O)c1c(CN2CCC(C)CC2)oc2ccc(OC)cc12 | i | i | i | i | i | i | i | i | i | i | 6
Nn1c(SCC(=O)Nc2ccc3c(c2)OCO3)nnc1-c1ccncc1 | i | i | i | i | i | i | i | i | i | i | 7
O=C(/C=C/c1cccc(C(F)(F)F)c1)N1CCN(c2ccccn2)CC1 | i | i | i | i | i | i | i | i | i | i | 3
Cc1cnn(-c2cc(N/N=C/c3ccc(F)cc3)ncn2)c1 | i | i | i | i | i | i | i | i | i | i | -7
COc1ccc(C(=O)C2CCN(C(=O)c3ccc(OC)cc3)CC2)cc1 | i | i | i | i | i | i | i | i | i | i | -3

Entries of single compounds, looked up by structure. Order of screens: TRPC4 block | TRPC4 act | MrgX1 antagonist | TRPC6 act | TRPC6 inh | TRPC4 PAM | ANO1 activ | MrgX1 agonist | TMEM16A inh | MrgX1 allo act | SKKanGAS inh
Shown for `Cc1ccc(C)c(NC(=O)CSc2nncn2C)c1` : i | i | i | i | i | i | i | i | i | i | -3
Shown for `CCC(C)Sc1ccc([C@H]2N[C@@](C)(C(=O)OC)[C@H]3C(=O)N(C)C(=O)[C@@H]23)cc1OC` (some centres undefined) : i | i | i | i | i | i | i | i | i | i | 0
